AGP1-GFP MLPCN: modulators of TOR pathway AGP1-GFP in S. cerevisiae | S. cerevisiae AGP1-GFP multiplex flow cytometry, 3 h; GFP as percent of DMSO wells | GFP response vs DMSO, % at 10 µM | 320,000 compounds, 0.02% hits;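 active = GFP response relative to DMSO above a set limit, near screen average plus 3 SD, cut at about 150% in these data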;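 note: median GFP channel fluorescence of the gated AGP1 strain per well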
VLA-4 inh: inhibition in a human VLA-4 binding assay. P13612. AID 2557. VLA-4 expressing cells, ligand binding flow cytometry. inhibition, % (about 7 µM as worked out from the volumes in the protocol). 330,000 compounds, 0.2% hits; in the data active = inhibition above about 50%
LAP4-GFP MLPCN: modulators of TOR pathway LAP4-GFP in S. cerevisiae; S. cerevisiae LAP4-GFP multiplex, flow cytometry GFP, 3 h; median GFP as percent of DMSO wells; GFP response vs DMSO, % at 10 µM; 320,000 compounds, 0.34% hits; AID 2023;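 active = GFP response vs DMSO above a set limit, about the screen mean plus 3 SD, cut at about 150% in these data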
CIT2-GFP yeast: yeast TOR pathway CIT2-GFP modulation; S. cerevisiae CIT2-GFP strain, flow cytometry, 3 h; 100 means same as DMSO wells; GFP response vs DMSO, % at 10 µM; 320,000 compounds, 0.065% hits; AID 2029;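 active = GFP response relative to DMSO above a set limit, near the screen mean plus 3 SD, cut at about 150% in these data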;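 note: ratio of well median GFP fluorescence to mean of DMSO wells on the plate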
GRK2 aptamer HTS: inhibitors of human GRK2 displacing RNA aptamer; P25098; bead flow cytometry, FAM-aptamer displacement from GRK2; inhibition of aptamer binding, % at 10 µM; 330,000 compounds, 0.59% hits; AID 488847;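 active = inhibition of aptamer binding above 40%, roughly 3 SD of noise, on plates passing a quality check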;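 note: median bead fluorescence of bound FAM aptamer so fluorescent compounds give negative values; no value below 0 was filed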
Target sequence (P25098 whole entry, looked up): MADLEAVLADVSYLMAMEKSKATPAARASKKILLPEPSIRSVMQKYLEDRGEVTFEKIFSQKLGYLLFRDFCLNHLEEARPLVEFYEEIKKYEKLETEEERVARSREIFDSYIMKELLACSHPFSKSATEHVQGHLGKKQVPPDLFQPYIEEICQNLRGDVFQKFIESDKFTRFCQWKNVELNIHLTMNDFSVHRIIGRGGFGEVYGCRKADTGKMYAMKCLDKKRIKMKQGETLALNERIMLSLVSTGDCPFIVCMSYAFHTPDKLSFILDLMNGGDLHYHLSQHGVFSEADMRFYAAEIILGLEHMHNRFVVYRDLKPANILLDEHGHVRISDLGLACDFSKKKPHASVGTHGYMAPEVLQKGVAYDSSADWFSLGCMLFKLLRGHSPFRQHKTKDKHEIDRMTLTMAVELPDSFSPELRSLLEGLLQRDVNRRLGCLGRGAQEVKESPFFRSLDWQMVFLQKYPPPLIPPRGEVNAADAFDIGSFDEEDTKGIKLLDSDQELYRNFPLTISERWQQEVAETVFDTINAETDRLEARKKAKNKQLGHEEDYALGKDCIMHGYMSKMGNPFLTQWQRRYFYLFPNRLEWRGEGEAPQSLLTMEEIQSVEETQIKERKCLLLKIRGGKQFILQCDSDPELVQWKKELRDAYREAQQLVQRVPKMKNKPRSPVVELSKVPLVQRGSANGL
RPL19A TOR yeast: alters RPL19A-GFP fluorescence in TOR pathway yeast screen | S. cerevisiae RPL19A-GFP strain, flow cytometry, 3 h; stronger effect = lower value | percent response vs DMSO, % at 10 µM | 330,000 compounds, 0.3% hits;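 active = percent response vs DMSO below 50%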;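 note: median channel GFP fluorescence of the barcoded RPL19A-GFP strain; ratio of sample median GFP to plate DMSO average so 100% = DMSO; lower means less RPL19A-GFP as with rapamycin TOR inhibition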
MEP2 TOR yeast: modulators of TOR pathway MEP2-GFP in S. cerevisiae | 330,000 compounds, 0.51% hits | S. cerevisiae MEP2-GFP strain, flow cytometry GFP, 3 h; 100% = DMSO control level | GFP response vs DMSO, % at 10 µM;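 active = GFP response versus DMSO above a set limit, roughly screen mean plus 3 SD, cut at about 180% in these data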;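 note: median GFP fluorescence of the barcode-gated MEP2-GFP cells per well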
CR mimetic SO: caloric restriction mimetics inhibiting age-related superoxide in yeast; S. cerevisiae aged cells, superoxide DHE fluorescence; stronger effect = lower value; superoxide response (% of plate mean), % at 10 µM; 330,000 compounds, 0.18% hits; AID 2690;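 active = superoxide response under a set limit, about three screen SD below normal, cut at about 65% in these data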;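 note: yeast aged for seven days with compound at 30 °C before DHE staining; 100% = average MFI of all compound-treated wells on the plate with controls excluded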
* hit, by the source's call; x = not tested or not shown. Random draw from the library; any-hit rate near 1.7%.

SMILES | AGP1-GFP MLPCN | VLA-4 inh | LAP4-GFP MLPCN | CIT2-GFP yeast | GRK2 aptamer HTS | RPL19A TOR yeast | MEP2 TOR yeast | CR mimetic SO
Cc1cccc(NC(=O)c2ccc(N3C(=O)C4C5C=CC(C6CC56)C4C3=O)cc2)c1 (stereo not drawn) | 104 | 9 | 108 | 97 | 3 | 104 | 111 | 102
C#CCCc1cocc1/C=[N+](\[O-])c1ccc(C(=O)OCC)cc1 | 95 | -8 | 91 | 93 | 1 | 94 | 83 | 120
CC(=O)N/C(=C\c1ccc(F)cc1)C(=O)OCc1ccccc1 | 102 | 13 | 91 | 104 | 0 | 105 | 107 | 106
COc1cccc(OCc2nnc(SCC(=O)OCc3ccccc3)o2)c1 | x | -3 | 104 | 92 | 3 | 97 | 101 | 101
CN1CCN(/N=C/c2ccc(OCc3ccccc3)cc2)CC1 | 98 | 4 | 105 | 93 | 0 | 93 | 96 | 118
CC(C)N(C(=O)CSc1nnc(CSc2ncccn2)n1C)C(C)C | 90 | -9 | 90 | 102 | 2 | 103 | 102 | 106
CCCN(Cc1ccccc1)C(=S)Nc1cccc(C)c1C | 94 | -12 | 98 | 101 | 0 | 96 | 97 | 106
CC(C)CCNc1nc2ccccc2nc1NS(=O)(=O)c1cccs1 | 109 | -3 | 108 | 105 | 2 | 101 | 99 | 106
COC(=O)c1sc(NC(=O)CCCn2nc([N+](=O)[O-])cc2C)c(C(=O)OC)c1C | 96 | -9 | 96 | 100 | 4 | 100 | 94 | 109
COc1ccc(C(CC(=O)O)NC(=O)c2ccccc2)cc1OC (stereo not drawn) | 103 | 19 | 102 | 98 | 1 | 102 | 114 | 107
CC(OC(=O)c1ccco1)C(=O)Nc1ccc(C(F)(F)F)cc1 (stereo not drawn) | 94 | 7 | 105 | 98 | 1 | 98 | 98 | 119
Clc1cccc(Cl)c1Cn1nnc(N2CCCC2)n1 | 101 | -1 | 94 | 97 | 0 | 98 | 107 | 91
COCCCNC(=O)c1ccccc1Sc1ccc(NC(C)=O)nc1 | 102 | -3 | 102 | 93 | 0 | 105 | 102 | 105
COc1ccc(S(=O)(=O)c2cnc3ccc(OC)cc3c2N2CCC3(CC2)OCCO3)cc1 | 107 | -1 | 111 | 97 | 0 | 103 | 112 | 88
CC(NC(=O)c1cccc(S(=O)(=O)N(C)c2ccccc2)c1)c1cccnc1 (stereo not drawn) | 100 | -8 | 102 | 102 | 0 | 99 | 104 | 103
COc1ccc2[nH]c(C(=O)N/N=C/c3ccccc3OC)cc2c1 | 93 | 0 | 104 | 90 | 0 | 99 | 102 | 105
Cc1ccccc1Cn1ccc(NC(=O)CCSc2nc(-c3ccco3)cc(C(F)(F)F)n2)n1 | 104 | 15 | 94 | 111 | 1 | 96 | 104 | 85
COc1ccc(NC(=O)CSc2nc(O)cc(=O)n2-c2ccccc2OC)cc1 | 101 | 4 | 100 | 98 | 4 | 99 | 101 | 123
O=C(N/C(=C/C=C/c1ccccc1)C(=O)N1CCCCC1)c1ccc([N+](=O)[O-])cc1 | 102 | 25 | 95 | 100 | 3 | 100 | 99 | 113
c1ccc(COc2cccc(CNCc3cccs3)c2)cc1 | 89 | -17 | 107 | 91 | 0 | 100 | 98 | 104
CCOc1ccc(S(=O)(=O)NCCC(=O)N2CCC(Cc3ccccc3)CC2)cc1 | 86 | 2 | 82 | 93 | 0 | 75 | 94 | 108
Cc1ccc(CN(CCO)CCO)cc1 | 107 | -2 | 103 | 97 | 5 | 100 | 103 | 88
CCCCC(=O)Nc1cccn2ncnc12 | 109 | 4 | 105 | 113 | 0 | 107 | 109 | 96
NC(=O)C1CC(=O)N(c2ccc(OCC(=O)NCc3ccccc3)cc2)C1 (stereo not drawn) | 106 | -13 | 94 | 101 | 2 | 102 | 103 | 99
COc1cc2cc(CN(CCN3CCCC3)C(=O)Nc3ccccc3Cl)c(=O)[nH]c2cc1OC | 95 | 26 | 93 | 93 | 0 | 94 | 97 | 94
CCc1ccc(NC2=NCC(c3ccccc3)S2)cc1 (stereo not drawn) | 105 | 12 | 105 | 101 | 2 | 99 | 101 | 103
CCOc1ccc(CCNC(=O)COC(=O)c2c(C)nn(-c3ccccc3)c2C)cc1OCC | 96 | 5 | 94 | 103 | 0 | 100 | 95 | 90
N#CC1=C(N)Oc2c(O)cc3ccccc3c2C1c1ccsc1 (stereo not drawn) | 104 | -32 | 97 | 105 | 0 | 107 | 108 | 121
Nc1nc(SCC(=O)Nc2cccc(Oc3ccccc3)c2)n[nH]1 | 98 | 10 | 90 | 96 | 0 | 102 | 98 | 96
COC(=O)CN(C(=S)Nc1ccc(F)cc1)C1CC(=O)N(c2ccccc2)C1=O (stereo not drawn) | 105 | 7 | 100 | 87 | 0 | 90 | 91 | 109

Twelve of these compounds in a different format.
smiles	AGP1-GFP MLPCN	VLA-4 inh	LAP4-GFP MLPCN	CIT2-GFP yeast	GRK2 aptamer HTS	RPL19A TOR yeast	MEP2 TOR yeast	CR mimetic SO
O=C(N/C(=C/C=C/c1ccccc1)C(=O)N1CCCCC1)c1ccc([N+](=O)[O-])cc1	102	25	95	100	3	100	99	113
c1ccc(COc2cccc(CNCc3cccs3)c2)cc1	89	-17	107	91	0	100	98	104
CCOc1ccc(S(=O)(=O)NCCC(=O)N2CCC(Cc3ccccc3)CC2)cc1	86	2	82	93	0	75	94	108
Cc1ccc(CN(CCO)CCO)cc1	107	-2	103	97	5	100	103	88
CCCCC(=O)Nc1cccn2ncnc12	109	4	105	113	0	107	109	96
NC(=O)C1CC(=O)N(c2ccc(OCC(=O)NCc3ccccc3)cc2)C1 (stereo not drawn)	106	-13	94	101	2	102	103	99
COc1cc2cc(CN(CCN3CCCC3)C(=O)Nc3ccccc3Cl)c(=O)[nH]c2cc1OC	95	26	93	93	0	94	97	94
CCc1ccc(NC2=NCC(c3ccccc3)S2)cc1 (stereo not drawn)	105	12	105	101	2	99	101	103
CCOc1ccc(CCNC(=O)COC(=O)c2c(C)nn(-c3ccccc3)c2C)cc1OCC	96	5	94	103	0	100	95	90
N#CC1=C(N)Oc2c(O)cc3ccccc3c2C1c1ccsc1 (stereo not drawn)	104	-32	97	105	0	107	108	121
Nc1nc(SCC(=O)Nc2cccc(Oc3ccccc3)c2)n[nH]1	98	10	90	96	0	102	98	96
COC(=O)CN(C(=S)Nc1ccc(F)cc1)C1CC(=O)N(c2ccccc2)C1=O (stereo not drawn)	105	7	100	87	0	90	91	109

(cont.)
SMILES | AGP1-GFP MLPCN | VLA-4 inh | LAP4-GFP MLPCN | CIT2-GFP yeast | GRK2 aptamer HTS | RPL19A TOR yeast | MEP2 TOR yeast | CR mimetic SO
CCN1CCN(C(=O)C(Cc2ccccc2)NC(=O)c2ccc(Cl)c(S(=O)(=O)N(C)C)c2)CC1 (stereo not drawn) | 103 | -6 | 105 | 118 | 0 | 97 | 112 | 86
CCCC[C@@H]1CNCCN1CC1(c2ccccc2)CC1 | 84 | 17 | 123 | 90 | 0 | 87 | 86 | 96
CCC(Oc1ccccc1)C(=O)N1CCC(C(N)=O)CC1 (stereo not drawn) | 98 | 7 | 104 | 104 | 4 | 99 | 99 | 106
Cc1noc(C)c1C(=O)Nc1ccc(-n2ccc(C(F)(F)F)n2)cc1 | 96 | -1 | 103 | 97 | 0 | 101 | 108 | 99
Cc1cc(NC(=O)c2c(Cl)c(C)nn2C)no1 | 97 | 10 | 98 | 92 | 2 | 98 | 100 | 94
C/C(CC(=O)Nc1ccc2c(c1)OCCO2)=N\NC(=O)Cc1ccccc1 | 94 | 5 | 98 | 97 | 0 | 111 | 102 | 91
CCCC(C(=O)NCc1ccco1)N(CC1CCCO1)C(=O)CNS(=O)(=O)c1ccc(F)cc1 (stereo not drawn) | 98 | -2 | 94 | 104 | 9 | 100 | 103 | 95
CCNC(=O)NC(=O)COC(=O)C1CSC2(C)CCC(=O)N12 (stereo not drawn) | 96 | -9 | 92 | 102 | 0 | 101 | 105 | 101
CCOC(=O)N1CCC(N2CCN(S(=O)(=O)c3ccc4ccccc4c3)CC2)CC1 | 102 | 11 | 96 | 106 | 0 | 97 | 99 | 96
CN(C(=O)CCN1C(=O)c2ccccc2C1=O)C1CCCCC1 | 117 | 7 | 116 | 115 | 4 | 109 | 116 | 101
CC1CCN(S(=O)(=O)c2ccc(N=NC3=C(O)CC(C)(C)CC3=O)cc2)CC1 | 95 | 11 | 90 | 99 | 0 | 95 | 92 | 93
COc1ccc(S(=O)(=O)N2CCCCCC2)cc1C(=O)N(C)Cc1ccccc1F | 105 | 6 | 111 | 94 | 1 | 100 | 107 | 101
Cc1cc(-c2ccco2)n(CC(=O)NCCCc2ccccc2)n1 | 104 | 21 | 99 | 89 | 0 | 99 | 99 | 95
Nc1c(-c2ccccc2)c(CSc2nc3ccccc3[nH]2)nn1-c1ccc(C(=O)O)cc1 | 101 | -2 | 96 | 102 | 15 | 103 | 103 | 96
OC(COCCC12CC3CC(CC(C3)C1)C2)CN1CCCC1 (stereo not drawn) | 110 | 0 | 95 | 102 | 1 | 107 | 108 | 104
CC1CCCCC1NC(=S)NC(=O)c1ccccc1Cl (stereo not drawn) | 93 | 7 | 98 | 92 | 1 | 93 | 91 | 96
Cc1cc(C)c(-c2c(O)c3cccc4c3n(c2=O)CCC4)c(C)c1 | 88 | -8 | 106 | 76 | 0 | 100 | 99 | 102
Nc1cccc(Oc2c(F)c(F)c(Oc3cccc(N)c3)c(F)c2F)c1 | 76 | -10 | 140 | 83 | 0 | 96 | 93 | 89
CCNC(=O)NC(=O)C(C)OC(=O)Cc1coc2cc3c(cc12)CCC3 (stereo not drawn) | 82 | 0 | 103 | 101 | 3 | 96 | 67 | 126
Cc1cc(C)c(-n2[nH]nnc2=S)c(C)c1 | 99 | 17 | 108 | 83 | 3 | 100 | 93 | 114
CC(C)n1c(SCC(=O)Nc2ccccc2)nc2c1c(=O)[nH]c(=O)n2C | 116 | 5 | 112 | 106 | 0 | 94 | 95 | 102
CN(Cc1nc2ccccc2[nH]1)Cc1nc(CC2CC2)no1 | 102 | 12 | 96 | 103 | 3 | 103 | 105 | 108
C/C(=C\c1ccccc1)CN1CCN(Cc2ccc(C)o2)C(CCO)C1 (stereo not drawn) | 99 | 3 | 99 | 103 | 0 | 100 | 100 | 116
COC(=O)CCC/C=C1/SCC(NC(=O)c2ccccc2)C1O (stereo not drawn) | 109 | 5 | 99 | 111 | 2 | 106 | 103 | 90
CC(/C=N/n1c(-c2ccc(Cl)cc2)n[nH]c1=S)=C\c1ccco1 | 92 | 11 | 101 | 90 | 0 | 97 | 91 | 101
O=C(CSc1ncn[nH]1)Nc1ccccc1Sc1ccc(Cl)cc1 | 109 | 6 | 100 | 109 | 0 | 100 | 104 | 94
CC(=O)N(Cc1ccccc1)Cc1nc2sc(C)c(C)c2c(=O)[nH]1 | 99 | 2 | 97 | 95 | 4 | 101 | 105 | 91
COC(=O)N1CCN(c2ccc(Cl)c(Cl)c2)CC1 | 90 | -6 | 114 | 86 | 0 | 92 | 97 | 106
COc1ccccc1-c1nnc(SCC(=O)Nc2c(Cl)cccc2Cl)o1 | 113 | 15 | 119 | 107 | 2 | 96 | 126 | 97

Source: PubChem
